JMJD2C inh – human JMJD2C demethylase inhibition. Q9H3R0. GST-JMJD2C(1-420) H3K9me3 demethylation, DELFIA europium. inhibition, % at 2.35 µM. hit rate 0.069% among 330,000. AID 2099;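 active = more than half of a compound's replicate wells show inhibition beyond 50%, single wells judged on their own value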;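 note: signal counts dimethyl H3K9 product captured on neutravidin plate; 0% = median of DMSO wells and 100% = 0.3 times that DMSO median; strong numbers were not always called active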
Target sequence (Q9H3R0 1-420 limits assumed): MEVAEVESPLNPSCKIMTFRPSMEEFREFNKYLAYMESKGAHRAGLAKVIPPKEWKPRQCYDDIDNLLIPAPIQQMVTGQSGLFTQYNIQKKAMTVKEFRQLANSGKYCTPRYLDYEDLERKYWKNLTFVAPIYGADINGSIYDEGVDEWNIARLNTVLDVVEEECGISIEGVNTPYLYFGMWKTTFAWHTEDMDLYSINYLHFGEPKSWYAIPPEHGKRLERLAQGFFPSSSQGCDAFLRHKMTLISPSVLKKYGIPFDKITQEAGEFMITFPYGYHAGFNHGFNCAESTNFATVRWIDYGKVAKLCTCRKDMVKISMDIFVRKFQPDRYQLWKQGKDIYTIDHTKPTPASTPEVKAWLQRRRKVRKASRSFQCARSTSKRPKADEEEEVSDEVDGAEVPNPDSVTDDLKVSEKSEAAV
Efflux pump inh – inhibitors of Candida antifungal efflux pumps expressed in yeast; AID 485275; inhibition, % at 10 µM; S. cerevisiae Candida pump triplex, Nile Red efflux; hit rate 0.44% among 330,000;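 active = plate passing quality check with inhibition over a set limit, or well fluorescence over plate mean plus 4 SD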;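 note: Nile Red retained in pooled yeast measured as flow cytometry median fluorescence; 0% = buffer negative control and 100% = Enniatin B positive control; higher means more Nile Red kept so more efflux inhibition; some compounds called inactive have numbers as strong as hits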
* hit, by the source's call. The list is partial; count on the stated rates, not on these rows.

SMILES | JMJD2C inh | Efflux pump inh
CN1C(=O)/C(=C\c2ccc(N(C)C)cc2)OC1=S | -5 | 0.1
Cc1ccc(C(=O)Nc2ccc(C(=O)NCC3CCCO3)cc2)cc1 (stereo not given) | 4 | 0.1
O=[N+]([O-])c1cc([N+](=O)[O-])c2nonc2c1Nc1ccccc1O | 7 | 0.1
Cc1ccc(NC(=O)C(=O)c2c[nH]c3ccccc23)cc1 | -13 | 0.1
O=C(CCC(=O)Nc1cccc([N+](=O)[O-])c1)N/N=C/c1cccs1 | 7 | 0.1
COc1ccc(C(=O)Nc2ccc(-c3n[nH]c(=S)o3)cc2)cc1 | 1 | 0.4
COc1cccc(N2CCN(C(=O)c3cc4cc(Cl)ccc4[nH]3)CC2)c1 | -1 | -0.1
Cc1c(Cl)cccc1NC(=O)NN1CCN(C)CC1 | 3 | 0.0
Cc1ccc(N2CCN(C(=O)c3cc(-c4ccc(F)cc4)[nH]c3C)CC2C)cc1 (stereo not given) | -13 | 0.0
Cc1cc(C)c(S(=O)(=O)Nc2c(C)n(C)n(-c3ccccc3)c2=O)cc1[N+](=O)[O-] | 2 | 0.0
CCOc1ccc(NC(=O)CCN2C(=O)c3cccc([N+](=O)[O-])c3C2=O)cc1 | -2 | 0.0
COc1ccccc1NC(=O)NNC(=O)c1ccc2ccccc2c1O | 11 | -0.1
CCCc1ccc(OCC(O)CN2CCCC2)cc1 (stereo not given) | 1 | -0.1
Nc1ccc(C(=O)N/N=C/c2cccc(Oc3ccccc3)c2)cc1 | -1 | 0.0
COc1cc(OC)c(OC)cc1/C=C(\C#N)C(=O)NCc1cccs1 | 0 | 0.0
C[n+]1ccccc1/C=C/c1c(F)cccc1F | -4 | 0.0
COc1ccc(/C=C/C(=O)C(C)(C)C)cc1OC | 0 | 0.0
Cc1cc(OCC(O)CN2CCCC2)ccc1C(C)C (stereo not given) | 6 | -0.1
COc1ccc(CCN(C)C(=O)CNC(=O)c2ccc3c(c2)OCO3)cc1OC | 10 | 0.7
Cc1cc(Cl)ccc1NS(=O)(=O)c1c(C)[nH]c(=O)[nH]c1=O | 1 | -0.2
Cc1ccsc1C(=O)NC1CCCN(Cc2ccc(Cl)cc2)C1 (stereo not given) | -3 | 0.0
O=[N+]([O-])c1ccc(NNS(=O)(=O)c2cc(Cl)ccc2Cl)nc1 | 6 | 1.9
CC(=O)Nc1ccc(Nc2nc(-c3cc4ccccc4oc3=O)cs2)cc1 | -13 | 0.0
O=C(NCC1CCCO1)c1ccc([N+](=O)[O-])o1 (stereo not given) | 13 | 0.0
CCOC(=O)NN=C1CCC(c2ccccc2)CC1 (stereo not given) | -5 | 0.0

Some of the entries so far, as tab-separated lines.
SMILES	JMJD2C inh	Efflux pump inh
Cc1c(Cl)cccc1NC(=O)NN1CCN(C)CC1	3	0.0
COc1cc(OC)c(OC)cc1/C=C(\C#N)C(=O)NCc1cccs1	0	0.0
Cc1ccc(C(=O)Nc2ccc(C(=O)NCC3CCCO3)cc2)cc1 (stereo not given)	4	0.1
O=[N+]([O-])c1ccc(NNS(=O)(=O)c2cc(Cl)ccc2Cl)nc1	6	1.9
CCCc1ccc(OCC(O)CN2CCCC2)cc1 (stereo not given)	1	-0.1
CCOC(=O)NN=C1CCC(c2ccccc2)CC1 (stereo not given)	-5	0.0
COc1cccc(N2CCN(C(=O)c3cc4cc(Cl)ccc4[nH]3)CC2)c1	-1	-0.1

The list goes on:
SMILES | JMJD2C inh | Efflux pump inh
Cc1ccc(C(=O)COC(=O)C(C)N2C(=O)C3C4C=CC(C4)C3C2=O)cc1C (stereo not given) | 63 | -0.7
CCOc1ccc(CO[C@@H]2O[C@H](CO)[C@@H](O)[C@H](O)[C@H]2NC(C)=O)cc1OC | 2 | 0.4
COc1ccc(/C(C)=N\NC(=O)c2ccc(-c3ccccc3)cc2)c(F)c1 | 1 | -0.1
O=C(Nc1cccc2ccccc12)NC1CCCCC1 | 5 | -0.1
CCc1nnc(SCC(=O)Nc2ccccc2)n1CC1CCCO1 (stereo not given) | 0 | 0.3
Cc1ccc(C)c(N2CCN(CCCc3ccccc3)CC2)c1 | -8 | 0.0
CCc1ccc(NC(=O)NNC(=O)c2ccc3ccccc3c2O)cc1 | -1 | -0.1
CCCn1c(=O)c(C(=O)NCCc2ccc(OC)c(OC)c2)c(O)c2ccccc21 | 8 | -0.2
Cc1ccccc1CN(C)C(C)C(=O)NCc1ccccc1 (stereo not given) | 4 | -0.1
Cc1nc(SCc2ccc(Cl)c(Cl)c2)n[nH]1 | 5 | 0.1
CCC(C)c1ccc(NC(=S)N2CCCC2)cc1 (stereo not given) | -2 | -0.1
CN1CCN(C(=O)c2ccc(CNS(=O)(=O)c3ccc(F)c(Cl)c3)cc2)CC1 | -5 | 3.9
O=C(NNC(=O)c1ccc(Br)s1)NC1CCCCC1 | -2 | 0.1
O=C(CCN1CCN(Cc2ccccc2)CC1)NNC(=O)Nc1cccc([N+](=O)[O-])c1 | 8 | 0.0
CCOn1c(=O)c(-c2ccc(F)cc2)[n+]([O-])c2ccccc21 | 7 | 0.1
CSc1ncccc1C(=O)N1CCCC(Nc2ccc(C)c(C)c2)C1 (stereo not given) | -6 | -0.3
COc1ccc2cc(C(=O)NCc3ccccc3)[nH]c2c1 | 0 | -0.1
COc1cc(NC(=S)N2CCN(S(=O)(=O)c3ccccc3)CC2)cc(OC)c1 | -4 | -0.2
COc1ccccc1-c1cc(-c2ccccc2)nc(SCC(=O)O)c1C#N | -16 | 0.1
Cc1oc2c(cc(NS(=O)(=O)c3ccc(Cl)cc3)c3ccccc32)c1C(=O)O | -5 | -0.1
CCOC(=O)/C(C#N)=C/c1cccc(C)c1 | -6 | 0.1
COc1ccc(Nc2nc(N3CCOCC3)nc(N3CCOCC3)n2)cc1 | 4 | -0.1
Cc1ccc(C(=O)NC(=S)NNC(=O)c2cccc([N+](=O)[O-])c2)cc1 | -6 | 0.1
CCOc1ccc(C2/C(=C(/O)c3ccc4c(c3)CC(C)O4)C(=O)C(=O)N2CC2CCCO2)cc1 (stereo not given) | 44 | -0.3
COc1cccc(NC(=O)NNC(=O)C(C)Oc2ccc3ccccc3c2)c1 (stereo not given) | -3 | 0.0
Next section.
SMILES | JMJD2C inh | Efflux pump inh
CCC1CN(C(=O)NCc2ccc(C)cc2)c2ccccc2O1 (stereo not given) | 3 | 0.1
CCOc1ccccc1NC(=O)NC1CCCCCCC1 | 4 | 0.1
CC(=O)C(C(C)=O)C(c1ccccc1)c1nc2ccccc2[nH]c1=O (stereo not given) | -1 | 0.0
CC12CC3CC(C)(C1)CC(C(=O)N1CCCC1)(C3)C2 | 11 | -0.1
COc1ccc(NC(=O)N2CCCC(c3ccccc3)C2)cc1 (stereo not given) | -7 | 0.8
CCCn1c(=O)c(C(=O)NCCc2ccc(OC)cc2)c(O)c2ccccc21 | -28 | -0.1
O=[N+]([O-])c1cc2c(cc1CN1CCN(c3ccccc3F)CC1)OCO2 | 4 | 0.1
COc1ccc(/C=C(\NC(=O)c2ccc(OC)cc2)C(=O)Nc2cccc(C(=O)O)c2)cc1 | -6 | 0.0
Cc1ccc(C(=O)N2CCCC(N(C)Cc3ccccc3)C2)s1 (stereo not given) | -11 | 0.3
Clc1ccc(CNCC2CCCO2)cc1 (stereo not given) | 2 | 0.2
CC(C)C(=O)Nc1ccc(-c2nnc(-c3ccccc3)o2)cc1 | 2 | 0.0
O=C(Nc1ccncc1)Nc1cccc(Cl)c1Cl | -1 | -0.1
CCOc1ccc(S(=O)(=O)N/N=C\c2ccc3c(c2)OCO3)cc1 | -5 | -0.1
CCOC(=O)c1ccc(NC(=O)NNC(=O)CCc2ccc(OC)cc2)cc1 | 12 | 0.0
CCOC(=O)C1CCCN(C/C=C/c2ccccc2)C1 (stereo not given) | 2 | 0.1
Cc1onc(-c2ccccc2)c1C(=O)N/N=C/c1ccc(O)c([N+](=O)[O-])c1 | -2 | -1.1
COc1ccc(-c2cc3ccc(OC(C)C(=O)O)cc3oc2=O)cc1 (stereo not given) | -3 | 0.1
COc1cccc(CN2CCCC(C(=O)Nc3ccc(-c4cscn4)cc3)C2)c1 (stereo not given) | -4 | 0.0
CCCNC(=O)c1oc2ccc3c(c2c1C)C(O)CC(C)(C)O3 (stereo not given) | 3 | 0.1
CC(=O)Nc1ccc(S(=O)(=O)N2CCN(c3nc4ccccc4n3CC(C)C)CC2)cc1 | 3 | 1.0*
O=C(/C=C/c1cccc([N+](=O)[O-])c1)OCC1CCCO1 (stereo not given) | -13 | 0.0
O=C(NCc1ccc(Cl)cc1)c1cc2ccccc2oc1=O | -1 | 0.1
CCc1ccccc1NC(=O)NC1CCCCCCC1 | -3 | 0.0
CN(C)c1ccc(C2Nc3ccccc3C(=O)N2NS(C)(=O)=O)cc1 (stereo not given) | -4 | 0.1
CCCn1c(=O)c(C(=O)Nc2ncccc2O)c(O)c2ccccc21 | 4 | 0.1

Single entries from above:
`Cc1ccc(NC(=O)C(=O)c2c[nH]c3ccccc23)cc1` in JMJD2C inh → -13
`CN1CCN(C(=O)c2ccc(CNS(=O)(=O)c3ccc(F)c(Cl)c3)cc2)CC1` in Efflux pump inh → 3.9
`CC(=O)Nc1ccc(Nc2nc(-c3cc4ccccc4oc3=O)cs2)cc1` in Efflux pump inh → 0.0

(continued)
SMILES | JMJD2C inh | Efflux pump inh
CCCc1cc(C(=O)Nc2ccc(C(=O)OC)cc2)cs1 | -2 | 0.0
O=C(N/N=C/c1ccc(OC(=O)c2ccccc2Cl)cc1)c1cc(O)cc(O)c1 | 0 | -0.1
NC(=O)c1cc2cc(Br)ccc2o/c1=N/NC(=O)c1cccc(F)c1 | 0 | 0.0
O=C(Nc1cccc(-n2cnnn2)c1)C1CCCN(Cc2cccc(C(F)(F)F)c2)C1 (stereo not given) | -4 | -0.1
O=C(O)C1CCCN(S(=O)(=O)Cc2ccccc2)C1 (stereo not given) | 4 | 0.0
COc1cc(CNc2ccc3[nH]c(=O)[nH]c3c2)ccc1OCc1ccc(C)cc1 | -3 | -0.1
O=C(Nc1c(C(=O)N2CCCCC2)cnn1-c1ccccc1)c1ccccc1F | 8 | 0.0
CC(=O)NCCc1nc2cc(NC(=O)c3ccc([N+](=O)[O-])cc3)ccc2n1C | 3 | 0.0
CCc1ccc(/C=N/NC(=O)Cc2ccc(OC)c(OC)c2)s1 | 7 | 0.2
CN(c1cccc(NC(=O)c2ccc(Cl)c(S(=O)(=O)N3CCOCC3)c2)c1)S(C)(=O)=O | -3 | 0.0
CC(=O)c1cccc(NC(=O)CCCCCn2nnc3ccccc3c2=O)c1 | 0 | 0.0
N#CCC(=O)N/N=C\c1cc(Br)ccc1OC/C=C/c1ccccc1 | -6 | 0.1
COCCN(C(=O)c1ccccc1F)c1nc(-c2ccc(OC)cc2)cs1 | 34 | 0.1
CCOc1ccccc1Nc1nc(-c2cccnc2)cs1 | 2 | -0.1
COc1ccc(CCN(C)C2CCCN(S(=O)(=O)c3ccccc3)C2)cc1OC (stereo not given) | 9 | 0.1
Nc1ncnc(N)c1N=Nc1ccccc1 | 6 | -0.1
COC(=O)COc1c(Cl)cc(C(c2c(C)[nH][nH]c2=O)c2c(C)[nH][nH]c2=O)cc1OC | 0 | 0.1
O=C1ON=C(c2ccc([N+](=O)[O-])cc2)/C1=C/c1ccccc1O | 5 | 0.0
COc1cc(C(=O)N/N=C/c2ccc3c(c2)c2ccccc2n3C)ccc1O | -3 | -0.2
O=C(NCCN1CCN(c2ccccc2)CC1)Nc1ccccc1Br | 0 | -0.2
CCn1ncc(Br)c1C(=O)NC1CCCCCCC1 | 19 | -0.3
Cc1ccc2[nH]cc(/C=C/c3cc[n+](C)cc3)c2c1 | 2 | 9.3*
O=C(N/N=C/c1ccc([N+](=O)[O-])o1)c1ccc2c(c1)OCO2 | -5 | -0.1
O=Cc1cn(CCOc2ccccc2F)c2ccccc12 | 27 | 0.0
CCC(C)[C@H](NC(=O)C1CCC(CNC(=O)[C@@H]2CCCN2C(=O)OC(C)(C)C)CC1)C(=O)O (stereo not given in full) | 0 | -0.1
Next section
SMILES | JMJD2C inh | Efflux pump inh
Cc1cccc(NS(=O)(=O)c2cc(C(=O)NCc3ccccn3)ccc2C)c1 | 4 | 0.0
S=c1[nH]nc(COc2ccccc2)n1/N=C/c1ccc(Cl)cc1Cl | 3 | -0.1
Cc1ccc(NC(=S)NC(=O)C2CC2)cc1Cl | 4 | 0.2
O=C(c1ccccc1)c1ccc(-c2ccc(O)cc2)cc1 | 1 | 0.0
COc1cccc(CNC(=O)C2CCC(=O)N(CC3CCCCC3)C2)c1OC (stereo not given) | 8 | -0.5
COc1ccc(/C=C(\NC(=O)c2ccc(OC)cc2)C(=O)N2CCCCC2)cc1 | 1 | 0.1
Nc1nc(SCc2cccc(Br)c2)n[nH]1 | 8 | -0.1
CCOC(=O)C1(Cc2cccc(Cl)c2)CCCN(C(=O)CCNC(C)=O)C1 (stereo not given) | -6 | 0.1
COCCCNC(=O)CCc1c(C)nc2c(c(C)nn2-c2ccccc2)c1C | -1 | 0.1
O=C(NC1CCCCC1)N1CCNCC1 | -5 | 0.1
COc1ccc(Cl)cc1/C=N/NC(=O)c1c(-c2ccccc2)noc1C | 8 | -1.1
Cc1ccccc1CC(=O)NC1CCN(C)CC1 | 27 | -0.1
CCCC(=O)Nc1ccc2c(c1)nc(CCN1CCN(c3ccccn3)CC1)n2C | 5 | 0.0
COc1ccc(NC(=O)CCC(=O)NCc2ccco2)c([N+](=O)[O-])c1 | 2 | 0.0
Cc1ccc(-c2nnc(Nc3cccc(O)c3)c3ccccc23)cc1S(=O)(=O)NCCO | 15 | -0.1
COc1ccc(CC(=O)N/N=C(\C)c2cccnc2)cc1OC | -2 | 0.0
Cc1ccccc1-c1cc2nc(C)c(C)c(=O)n2[nH]1 | 2 | 0.0
Cc1ccc(-n2ncc3c2CCCC3NC(=O)c2cnccn2)cc1C (stereo not given) | -10 | 3.9
O=S(=O)(Nc1ccc2c(c1)OCCO2)c1cccc(F)c1 | 18 | -0.1
Cc1ccc(C)c(NC(=O)CCC(=O)N/N=C/c2cccnc2)c1 | 3 | 0.2
